# High-throughput results: PubChem BioAssay, National Center for Advancing Translational Sciences (NCATS)
# DRD3 antagonist = qHTS of D3 Dopamine Receptor Antagonist: qHTS. AID 652054, 2013. D3R cells, DiscoveRx beta-arrestin luminescence, antagonist mode; hits give low values. D(3) dopamine receptor (Homo sapiens), P35462. max response, negative = inhibition, %. 360,000 compounds, 2.5% hits; in the data active means max response below about -50%; inconclusive means no clear call, values can overlap the other calls; further: on the % scale 0 is the no-effect control and ±100 the full control effect; mostly tested at two doses, the higher about 12 µM
# Target sequence (P35462 whole entry, looked up): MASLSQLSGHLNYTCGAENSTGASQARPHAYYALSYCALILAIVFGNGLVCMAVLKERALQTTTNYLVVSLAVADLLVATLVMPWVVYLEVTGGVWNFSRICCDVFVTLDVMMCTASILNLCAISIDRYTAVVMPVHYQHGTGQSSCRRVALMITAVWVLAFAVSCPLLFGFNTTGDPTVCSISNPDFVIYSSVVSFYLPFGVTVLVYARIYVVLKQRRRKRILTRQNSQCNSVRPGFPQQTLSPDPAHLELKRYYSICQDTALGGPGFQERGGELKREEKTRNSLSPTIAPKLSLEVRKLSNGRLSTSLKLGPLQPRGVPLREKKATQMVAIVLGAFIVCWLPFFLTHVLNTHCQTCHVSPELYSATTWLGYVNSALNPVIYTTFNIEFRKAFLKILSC
#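 Cells expressing the human receptor were seeded at 1500 cells/well, incubated overnight at 37 degrees C in 5% CO2, then exposed to library compounds with dopamine controls for 90 minutes at 37 degrees C before luminescent detection.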
# D3 ag = qHTS of D3 Dopamine Receptor Agonist: qHTS | D3R DiscoveRx beta-arrestin cells, luminescence, 90 min | max activation, % | 410,000 compounds, 0.58% hits | AID 652048, 2013; in the data active means max activation above about 30%; further: 0% is about no effect; mostly tested at two doses, the higher about 12 µM
#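 Agonist mode: compounds and dopamine controls were applied to plated cells for 90 min at 37 degrees C after an overnight attachment at 1500 cells/well. Luminescent read-out followed 30 - 60 minutes at room temperature with DiscoveRx detection reagent.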
# PTHR1 ag = qHTS for PTHR1 Agonists: Primary Screen. Parathyroid hormone/parathyroid hormone-related peptide receptor (Homo sapiens), Q03431. Potency, µM (top dose mostly 115 µM), without a hit: at the highest dose activation, hits mostly activators. 410,000 compounds, 0.075% hits. HEK293 GP2 PTHR1 cells, GloSensor cAMP luminescence, 1 h; further: potency means the concentration at half of the fitted maximal effect; nearly all actives have a fitted effect of over 55% in size; some results filed as inactive show a strong effect at the top dose; inactives centre near -15; many of its hits are not listed in these tables
# Target sequence (Q03431 whole entry, looked up): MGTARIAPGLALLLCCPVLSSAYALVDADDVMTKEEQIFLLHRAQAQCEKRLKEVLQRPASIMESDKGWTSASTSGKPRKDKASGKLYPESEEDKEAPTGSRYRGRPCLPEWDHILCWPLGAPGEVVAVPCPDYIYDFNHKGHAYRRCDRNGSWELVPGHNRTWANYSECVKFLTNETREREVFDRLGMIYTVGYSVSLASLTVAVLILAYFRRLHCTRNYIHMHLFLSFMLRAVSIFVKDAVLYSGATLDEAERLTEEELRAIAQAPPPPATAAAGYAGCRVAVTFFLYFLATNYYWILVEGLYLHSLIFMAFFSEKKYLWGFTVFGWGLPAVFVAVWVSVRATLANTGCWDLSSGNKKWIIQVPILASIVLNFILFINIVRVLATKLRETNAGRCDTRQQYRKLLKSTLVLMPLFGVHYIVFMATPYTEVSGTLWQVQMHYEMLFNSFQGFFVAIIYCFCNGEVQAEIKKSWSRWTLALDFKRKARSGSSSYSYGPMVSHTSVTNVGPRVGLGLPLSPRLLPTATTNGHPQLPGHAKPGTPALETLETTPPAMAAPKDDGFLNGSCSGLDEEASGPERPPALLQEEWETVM
#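 HEK-293-derived GP2 cells expressing PTHR1 and a GloSensor cAMP reporter, 3,000/well, plated overnight, given luciferin plus IBMX (each 0.5 mM as added) for 1 h at 37 °C, then compound for 1 h at 37 °C. Luminescence was read after 15 min at room temperature.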
# Mm-Cpn inhibitor = Inhibitors of TCP-1 ring complex (TRiC) of Methanococcus maripaludis (MmCpn): qHTS; Chaperonin Mm-Cpn (Methanococcus maripaludis); purified Mm-Cpn ATPase, ADP Transcreener TR-FRET; Potency, µM (highest dose often 76.9 µM), inactives show at the highest dose activity, negative = inhibition, actives largely listed as inhibitors; 330,000 compounds, 0.031% hits; AID 504842, 2011; further: potency means the concentration at half of the fitted maximal effect; on the % scale 0 is the no-effect control and ±100 the full control effect; nearly all actives have a fitted effect of over 80% in size
#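 Quantitative HTS used 25 nM Mm-CPN and 10 uM ATP in magnesium/KCl Tris buffer, pH 7.4, with 1 mM DTT. Hydrolysis ran 30 min at 37°C; ADP was read by HTRF.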
# EPAC2 antag = qHTS for Antagonist of cAMP-regulated guanine nucleotide exchange factor 2 (EPAC2): primary screen; Rap guanine nucleotide exchange factor 4 (Homo sapiens), Q8WZA2; EPAC2 GEF exchange of Rap1B-BODIPY-GDP, fluorescence; Potency, µM (doses to about 114 µM), without a hit: at the top dose activity, negative = inhibition, usual class: inhibitors; 360,000 compounds, 0.18% hits; further: potency means the concentration at half of the fitted maximal effect; on the % scale 0 is the no-effect control and ±100 the full control effect; nearly all actives have a fitted effect of over 45% in size; many of its hits are not listed in these tables
# pAkt inh = HTS Assay for Inhibitors of Akt Phophorylation: Primary Screen; Neuro2A IGF-stimulated pAkt S473 HTRF, 20 min; hits give low values; AID 651550, 2012; activity change, % for hits at 50 µM; 360,000 compounds, 0.32% hits; in the data active means activity change below about -80%; inconclusive means mostly about -51% to -80%; further: on the % scale 0 is the no-effect control and ±100 the full control effect
#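 Neuro2A cells (4,500/well, DMEM with 0.5% FBS) were treated with compound at a single 50 µM final concentration, stimulated with 6 nM IGF for 20 min at 37 °C, and lysed. Phospho-Akt Ser473 was read by HTRF as 665/615 ratio ×10^4.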
# CCT chaperon mod = High-Throughput Screening for Modulators of Cytosolic Chaperonin Activity; purified chaperonin ATPase assay, HTRF ADP detection, 30 min; activity change, % (concentration not given with the values), hits read low; 360,000 compounds, 0.3% hits; in the data active means activity change below about -30%; further: on the % scale 0 is the no-effect control and ±100 the full control effect
#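 We incubate TRiC, 40 or 20 nM final, with library compounds at 76 uM and 10 uM ATP for 30 min at 37 °C. ADP formed is detected with Transcreener HTRF reagents after 30 min at room temperature.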
# EPAC2 ag = qHTS for Agonist of cAMP-regulated guanine nucleotide exchange factor 4 (EPAC2): primary screen. Rap guanine nucleotide exchange factor 4 (Homo sapiens), Q8WZA2. EPAC2 activation, biochemical qHTS; response scale: 100% = 6.5 mM cAMP response. Potency, µM (series often up to 154 µM), for inactives: at the highest dose activation, most hits filed as activators. 360,000 compounds, 0.079% hits; further: potency means the concentration at half of the fitted maximal effect; nearly all actives have a fitted effect of over 50% in size
#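 Guanine nucleotide exchange by EPAC2 is measured as reduced fluorescence of BODIPY-GDP once it is released from 250 nM Rap1B. Plates are read kinetically for 30 min at room temperature; results are scaled to 6.5 mM cAMP.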
# Numbers without * were called inactive; i = inactive; ? = inconclusive; / = not tested or not shown; [ ] = remark or other dose. Unless noted, the call rests on the fitted dose curve; in most records, active means well fitted curve in the direction sought with a large enough effect; inconclusive means small, poorly fitted or top-dose-only effect, or another doubt; inactive means no such curve, though single readings can be large; an effect the other way counts as inactive or inconclusive. These rows are one share of the data, so the mix of outcomes need not match the whole.
SMILES,DRD3 antagonist,D3 ag,PTHR1 ag,Mm-Cpn inhibitor,EPAC2 antag,pAkt inh,CCT chaperon mod,EPAC2 ag
CC(C)c1c(C(=O)N/N=C2\CCc3ccccc32)nnn1-c1nonc1N,-15,13,-4%,0%,-6%,i,-0.3,-3%
COc1ccc(CCNC(=O)CN(c2cccc([N+](=O)[O-])c2)S(C)(=O)=O)cc1OC,-7,-3,i,?,19%,i,-1.3,11%
COC(=O)C1=NNCC12CC(=O)N(c1ccc(Br)cc1)C2=O (stereo not drawn),-4,-8,i,-1%,-17%,i,-2.8,3%
CSc1ccccc1NC(=O)COC(=O)c1ccc(O)cc1,10,-10,-1%,-9%,-6%,i,0.5,6%
Cc1c(C)n(C)c2ccc(C(=O)NCCCN3CCN(C)CC3)cc12,-9,-5,-12%,4%,2%,i,1.0,5%
CC1=C(C(=O)OCCBr)C(c2cccc3ccccc23)NC(=O)N1 (stereo not drawn),-7,12,-3%,2%,-7%,i,-1.1,5%
OCCNc1nc(Nc2ccc(O)cc2)nc2ccccc12,0,0,-5%,-4%,5%,i,0.2,7%
Cc1ccc(C)c2[nH]c(=O)c(CN(Cc3ccc4c(c3)OCO4)Cc3nnnn3Cc3ccco3)cc12,-16,-4,-31%[57.5 µM],-25%,0%,i,-2.8,4%
Cc1nc(S(=O)(=O)N2CCOCC2)c(C#N)c(C)c1Cl,-3,2,-24%,0%,-1%,i,1.7,-13%
CCOc1cc(S(=O)(=O)N(CC)CC)ccc1F,11,-5,i,-2%,2%,/,-3.1,0%
CC(=O)N1CCC(C(=O)c2ccc(Cl)cc2)CC1,21,-4,i,3%,0%,i,0.1,1%
O=C(Nc1ccc(Oc2ccc(S(=O)(=O)N3CCOCC3)cn2)cc1)c1ccco1,20,1,i,-1%,3%,i,0.1,4%
CCOC(=O)CNC(=O)CSc1nccn1Cc1ccco1,9,5,0%,-2%,-2%,i,-10,5%
CC1=C(C(=O)N2CCOCC2)CC(CC(=O)NCc2cccc3ccccc23)C(=O)N1Cc1ccc(F)cc1 (stereo not drawn),4,2,-30%[inhibitor],/,2%,i,-0.2,5%
COc1ccc(OC)c(NC2=C(Cl)C(=O)N(Cc3ccccc3)C2=O)c1,-7,7,-10%,1%,-4%,i,-3.4,9%
CCCCC(=O)c1ccc(O)cc1O,9,1,-2%,/,-6%,i,0.9,-1%
CCOP(=O)(O)c1cccc(OCCOCCOc2cccc(P(=O)(O)OCC)c2)c1,13,-2,-13%,-3%,10%,i,-0.3,8%
CC(=NCCc1c(C)[nH]c2ccc(C)cc12)C1=C(O)CC(c2ccccc2)CC1=O (stereo not drawn),-22,-8,-19%,0%,5%,i,1.5,-1%
COC(=O)C(CC(=O)c1ccc(Br)cc1)n1cccn1 (stereo not drawn),-7,0,-1%,1%,?,i,0.5,-5%
O=C1C=C(c2ccc(Cl)cc2)OC2(CCCC2)O1,3,-3,-6%[57.5 µM],-1%,-21%,i,1.6,13%
O=C(CN1C(=O)c2ccccc2S1(=O)=O)NCc1cccs1,6,7,-29%,1%,1%,i,-0.3,7%
COCCSc1nc(N)c(NC(=O)c2ccco2)c(=O)[nH]1,0,0,-14%,1%,-2%,i,1.3,5%
O=C(COC(=O)c1ccc2ccccc2c1)NCc1ccccc1,0,-6,-6%,/,5%,i,2.0,-5%
O=C(OCC(=O)c1ccc[nH]1)c1cncc(Br)c1,4,2,i,-4%,-21%,i,1.6,0%
COc1ccccc1C1=CC(=O)C[C@H](c2ccc(Cl)cc2)C1,-17,-6,i,0%,-25%,i,0.7,2%

# (listing goes on)
SMILES,DRD3 antagonist,D3 ag,PTHR1 ag,Mm-Cpn inhibitor,EPAC2 antag,pAkt inh,CCT chaperon mod,EPAC2 ag
Cc1nn(C)c(C)c1Nc1ccc(N2C(=O)C3CC=CCC3C2=O)cc1[N+](=O)[O-] (stereo not drawn),4,9,-21%,2%,-1%,i,-0.3,12%
Cc1ccc(S(=O)(=O)N2CCOCC2)cc1NC(=O)Cn1c(=O)ccn(Cc2ccccc2)c1=O,0,-4,-6%,/,1%,i,-0.5,4%
Cc1cc(C)cc(Nc2ccc3nonc3c2[N+](=O)[O-])c1,-10,-15,-17%,/,-1%,i,-4.5,11%
COc1ccc(S(=O)(=O)Nc2cc3c4c(oc3c3ccccc23)CC(C)(C)CC4=O)cc1,-4,-3,-11%[57.5 µM],-3%,-6%,i,-1.5,6%
Cc1ccc(C)c(N2C(=O)CC(N3CCN(Cc4ccc5c(c4)OCO5)CC3)C2=O)c1 (stereo not drawn),-21,-4,-9%,0%,7%,i,1.2,-10%
Cc1ccc(NC(=O)c2cc(=O)n(Cc3ccccc3)c(=O)[nH]2)cc1C,10,4,-24%,1%,16%,i,-2.6,-14%
Cc1cc(C)c2c(=O)n(CC(=O)Nc3ccc(Br)c(C)c3)sc2n1,-27,0,25%,0%,-6%,i,-2.3,13%
O=C1NC[C@H](Cc2ccc(O)cc2)N(C[C@@H]2CCCN2C[C@H](Cc2ccccc2)N2C[C@H](Cc3ccc(O)cc3)N(CCc3ccccc3)C(=O)C2=O)C1=O,0,-1,12%,/,-23%,i,0.8,11%
COC(=O)C1CC(c2ccc(Cl)cc2)=NO1 (stereo not drawn),5,23,i,-5%,9%,i,0.5,6%
O=C(Cn1c(CO)nc2ccccc21)Nc1cc(C(F)(F)F)ccc1N1CCOCC1,16,7,-2%[57.5 µM],1%,-1%,i,-1.4,-11%
Cc1ccc(NC(=O)CSCC(=O)N(C)CCOc2ccc(Cl)cc2)cc1,7,1,-17%,-2%,-15%,i,0.0,0%
CCOC(=O)C1CCCN(C(=O)c2cncc(Br)c2)CC1 (stereo not drawn),-9,-1,3%,/,-4%,i,-0.6,-8%
O=C(CNC(=O)c1cccc(F)c1)OCCOc1cccc(Cl)c1,1,3,i,0%,-5%,i,0.8,0%
COc1cc2c(cc1OC)C(C)N(C(=O)c1cc(Cl)nc(Cl)c1)CC2 (stereo not drawn),9,-10,-11%,0%,-28%,i,-2.3,13%
Cc1ccc(S(=O)(=O)N(C)C)cc1NC(=O)COc1ccc(-c2nnco2)cc1,-8,-2,i,1%,1%,i,-0.5,13%
CCc1ccc(CN(C)C(C)C(=O)NCc2ccccc2)cc1 (stereo not drawn),38,-2,-7%,-1%,-4%,i,0.2,8%
O=C(/C=C\c1ccco1)Nc1nc(-c2ccc3ccccc3c2)cs1,31,-7,-43%[inhibitor],?,-14%,i,-3.2,23%
CN1CCN(S(=O)(=O)NC[C@H]2O[C@@H](n3cnc4c(N)ncnc43)[C@H](O)[C@@H]2O)CC1,-11,-6,21%,3%,7%,i,1.5,4%
COCCN1CCN(Cc2cn(C)nc2-c2ccc(Oc3ccccc3)cc2)CC1,-9,-15,-23%,3%,-11%,i,0.3,-6%
COc1ccc(C(=O)COC(=O)[C@H](C)Nc2ccc(C(F)(F)F)cc2[N+](=O)[O-])c(OC)c1,-17,6,i,-2%,-21%,i,-0.4,3%
O=c1c2ccccc2[nH]c(=S)n1CCCN1CCN(C2CCCCC2)CC1,?,-13,i,-3%,16%,i,0.6,-1%
O=C(NCc1ccc2c(c1)OCO2)c1ccccc1,-16,-6,i,-3%,12%,i,1.3,9%
C[C@@H]1CN([C@@H](C)CO)C(=O)c2cc(C#Cc3cccc(F)c3)cnc2O[C@@H]1CN(C)CC1CCOCC1,18,3,-22%,/,-7%,i,-2.4,13%
CC(C)C(NC(=O)c1ccccc1)C(=O)OCC(=O)N1CCCCC1 (stereo not drawn),-20,-6,15%,-1%,1%,i,-40*,13%
C/C(=N\NC(=O)c1ccc(O)cc1)c1cc2ccccc2o1,-7,-4,-5%,1%,-5%,i,-4.0,2%

# (cont.)
SMILES,DRD3 antagonist,D3 ag,PTHR1 ag,Mm-Cpn inhibitor,EPAC2 antag,pAkt inh,CCT chaperon mod,EPAC2 ag
FC(F)(F)c1cc(C(F)(F)F)n2nc(-c3sccc3-n3cccc3)cc2n1,-18,8,21%[57.5 µM],-1%,5%,i,-1.6,-20%
CCCc1nnc(NC(=O)CCC(=O)Nc2ccc(Br)cc2)s1,6,-2,-5%,3%,3%,/,-2.7,12%
Fc1ccc(-c2csc(N3CCOCC3)n2)cc1,-24,-5,-9%,3%,-13%,i,1.0,8%
COC(=O)c1c(NC(=O)CSc2nncs2)sc2c1CCCCC2,18,3,-38%[inhibitor],1%,-7%,i,-1.9,15%
CCC(=O)c1ccc(OCC(=O)N2CCN(c3ccccn3)CC2)cc1,5,2,-9%,1%,-5%,i,-1.5,-5%
CCn1c(SCC(=O)Nc2cccc(OC)c2)nc2c(c1=O)SCC2,-5,4,-1%,0%,-6%,i,-0.5,-1%
O=C(Cn1ccsc1=NC(=O)c1ccco1)c1ccccc1,16,2,-18%,-1%,13%,i,0.6,-5%
O=C(COC(=O)C1c2ccccc2Oc2ccccc21)Nc1ccc2c(c1)OCO2,23,-1,i,-3%,0%,i,-8.5,20%
COc1cccc(CNc2ccccn2)c1O,-4,-11,i,-3%,-7%,i,2.2,6%
COc1ccc(C(=O)N2CCSC2=S)cc1OC,-16,0,-72%[inhibitor][57.5 µM],0%,-3%,i,0.3,9%

# In the list so far, 3 contain a thiophene ring, fused or not:
SMILES,DRD3 antagonist,D3 ag,PTHR1 ag,Mm-Cpn inhibitor,EPAC2 antag,pAkt inh,CCT chaperon mod,EPAC2 ag
O=C(CN1C(=O)c2ccccc2S1(=O)=O)NCc1cccs1,6,7,-29%,1%,1%,i,-0.3,7%
FC(F)(F)c1cc(C(F)(F)F)n2nc(-c3sccc3-n3cccc3)cc2n1,-18,8,21%[57.5 µM],-1%,5%,i,-1.6,-20%
COC(=O)c1c(NC(=O)CSc2nncs2)sc2c1CCCCC2,18,3,-38%[inhibitor],1%,-7%,i,-1.9,15%
